Source: PubChem (several laboratories)
m-calpain inh – blocks pig calpain II enzyme activity. purified calpain II, fluorogenic peptide substrate, 30 min. inhibition, % at 16 µM. 220,000 tested, 0.37% active. AID 1236;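 active = inhibition above about 50%, limit read from the data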
Mdm2 ligase inh – inhibitors of human Mdm2 E3 ubiquitin ligase | Q00987 | cell-based MDM2 ubiquitination luciferase reporter, 2 h; 0 = plate control, 100 = twice control, blank-subtracted | signal enhancement, % at 5 µM | 210,000 tested, 0.11% active;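 active = signal enhancement of 30% or more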;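 note: luminescence tracks abundance of the self-degrading MDM2-luciferase fusion protein; higher signal means inhibition of MDM2 E3 ligase activity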
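Test system: mammalian cells stably expressing self-ubiquitinating, self-degrading MDM2 E3–luciferase fusion; Amount: 2000 cells in each well; Medium: DMEM; Schedule: 4 h settle plus 2 h compound, 37 °C; Technique: SteadyLite luciferase luminescence after 15 min room-temperature reagent incubation; Benchmarks: plate control and blank wells.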
L929 necroptosis – L929 zVAD cell death inhibition. L929 zVAD necroptosis rescue, ATP luminescence, 24 h; with zVAD 60 µM. viability rescue, % at 10 µM. 220,000 tested, 0.38% active. AID 1377;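 active = activation, scaled between plate controls, above about 75%, limit read from the data; inactive = activation under that limit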;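 note: 0% = zVAD with DMSO and 100% = DMSO alone without zVAD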
TNF death inh – TNF-alpha cell death inhibition in Jurkat FADD-/- cells. Jurkat FADD-/- TNF necroptosis rescue, ATP luminescence, 24 h; 0 = TNF only, 100 = no-TNF cells. activation (protection from cell death), % at 10 µM. 220,000 tested, 0.068% active. AID 463075;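 active = activation, meaning protection from cell death, of at least 50% relative to plate controls; inactive = activation below 50%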;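 note: necroptosis triggered by 40 ng/mL TNF-alpha added together with compound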
PERK inhibitor – inhibitors of human PERK kinase. inhibition, % at 5.6 µM. 220,000 tested, 0.17% active. CHO PERK-DD fusion, SEAP luminescence translation reporter. Q9NZJ5;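 active = inhibition above the mean inhibition of all tested compounds plus 3 SD, set separately per screening campaign, cut at about 2.9% in these data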;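 note: PERK kinase domain activated by AP20187 dimerizer at 100 nM; 0% = DMSO with dimerizer and 100% = rapamycin at 8.4 µM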
Rad51 HR inh – Rad51 (human) homologous recombination inhibition. Q06609. hRad51 DNA strand exchange, fluorescence dequenching. inhibition, % at 10 µM. AID 1385. 200,000 tested, 0.085% active;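 active = inhibition above 40% at the single screening dose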;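 note: 0% = DMSO control wells and 100% = blanks with heterologous ssDNA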
Target sequence (Q06609 whole entry, looked up): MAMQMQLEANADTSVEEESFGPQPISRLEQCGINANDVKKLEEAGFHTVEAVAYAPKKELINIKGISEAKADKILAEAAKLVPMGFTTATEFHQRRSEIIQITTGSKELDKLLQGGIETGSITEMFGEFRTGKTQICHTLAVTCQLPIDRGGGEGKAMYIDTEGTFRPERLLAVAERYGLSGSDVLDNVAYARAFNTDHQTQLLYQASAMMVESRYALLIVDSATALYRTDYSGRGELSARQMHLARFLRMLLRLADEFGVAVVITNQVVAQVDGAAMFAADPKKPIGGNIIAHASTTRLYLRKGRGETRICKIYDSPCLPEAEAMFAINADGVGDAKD
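Material: hRad51 filaments on single-stranded DNA; Reagent: Donor/quencher-labelled 47-bp dsDNA substrate; Compound: 10 µM final, single point; Schedule: 37 °C 15-min filament assembly, 30-min compound preincubation, 15-min exchange; Technique: FRET fluorescence, excitation 485 nm, emission 520 nm; Benchmarks: control wells and blank wells on each plate.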
EBV gp42 block – inhibitors of Epstein-Barr virus glycoprotein 42. Fluorescence polarization binding assay, mP read-out. inhibition, % (tested at 21.74 µM). 220,000 tested, 0.42% active. AID 1085; in the data active = inhibition above about 50%
Target sequence (Q1HVG2 whole entry, looked up): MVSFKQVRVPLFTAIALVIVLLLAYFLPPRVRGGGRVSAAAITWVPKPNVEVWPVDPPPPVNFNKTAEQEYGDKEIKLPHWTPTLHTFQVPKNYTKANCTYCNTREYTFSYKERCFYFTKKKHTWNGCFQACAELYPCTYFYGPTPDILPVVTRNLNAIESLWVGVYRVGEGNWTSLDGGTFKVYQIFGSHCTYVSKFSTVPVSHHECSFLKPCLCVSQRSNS
eIF4E-4G inh – inhibitors of eIF4E and eIF4G interaction in translation initiation; P63073+Q04637; TR-FRET eIF4E-eIF4GI(517-606) binding, 2 h; inhibition, % at 21.7 µM; 220,000 tested, 0.37% active;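 active = inhibition above about 30%, limit read from the data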;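 note: 0% = full FRET control wells and 100% = background wells lacking eIF4GI fragment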
Cl transport mod – modulates chloride dependent transport by human KCC2; B-score of Tl+ flux slope (higher = more flux/activation; lower = inhibition) at 10 µM; AID 1456; 190,000 tested, 2.2% active; Q9H2X9; KCC2 cells, thallium flux FluoZin-2 fluorescence;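 active = thallium flux slope and its plate-corrected score both differing from the plate sample mean at a set confidence after two filtering rounds, in either direction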;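 note: slope of fluorescence scaled to starting intensity during 10 to 20 s after thallium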
Starred values were filed as active, the others as inactive; nt = not tested or not shown; [ ] = another dose, or the depositor's remark.

SMILES	m-calpain inh	Mdm2 ligase inh	L929 necroptosis	TNF death inh	PERK inhibitor	Rad51 HR inh	EBV gp42 block	eIF4E-4G inh	Cl transport mod
CC1(C)CC(=O)C2=C(C1)N(c1ccc(F)cc1)C(=O)CC2c1cccnc1 (centres undefined)	6	-9	1.2	0.7	0.2	-7	12	2	1.2
O=C(COc1ccc(Cl)cc1)NCc1nnc2c3ccccc3c(-c3ccccc3)nn12	-19	-6	-0.8	-3.5	0.1	-16	4	0	-0.43
CCOc1ccc(CCNC(=O)c2nnc(Cc3ccc(F)cc3)o2)cc1OCC	-17	nt	nt	1.7	-0.4	nt	-19	5	-2.5
COc1ccc(S(=O)(=O)N2CCOCC2)cc1NC(=O)COC(=O)C1=COCCO1	-17	nt	-0.3	2.5	0.8	16	-19	-6	-0.75
COc1ccc(NC(=O)Nc2nnc(-c3ccccc3SCc3ccccc3)s2)cc1	-60	-3	0.9	-0.4	-0.2	-9	-15	-14	-0.83
COc1ccccc1NC(=S)NCCC(c1ccccc1)c1ccccc1	12	-14	-1.2	-6.3	1.5	-3	-23	-2	-0.28
CSc1nncc(/C(C)=N\Nc2ccccc2C)n1	-18	-2	0.2	0.3	0.0	1	-6	3[fluorescence artefact?]	-0.41
CCN(CC)CCCNc1ncnc2ccccc12	-14	8	4.3	1.5	0.8	-4	0	-1	0.97

Next compounds follow:
SMILES	m-calpain inh	Mdm2 ligase inh	L929 necroptosis	TNF death inh	PERK inhibitor	Rad51 HR inh	EBV gp42 block	eIF4E-4G inh	Cl transport mod
Cc1ccc(-c2nc(C(=O)NC3CCCCCC3)no2)cc1	nt	nt	-0.1	-0.3	1.3	6	nt	nt	0.85
CCOC(=O)c1oc2ccccc2c1NC(=O)c1ccccc1OC	-31	-5	1.2	0.7	0.1	11	-7	-6	nt
CN1Cc2c(N3CCOCC3)nc3sc(C(=O)c4ccc(Br)cc4)c(N)c3c2CC1(C)C	-12	-7	10	-11	-2.6	4	-2	2	1.3
Cc1ccnc(NS(=O)(=O)c2ccc(NS(C)(=O)=O)cc2)n1	-9	-3	1.1	1.5	1.5	12	-5	-3	0.56
COc1cc2c(cc1OC)C(c1cccs1)N(C(=O)C(C)C)CC2 (centres undefined)	18	-14	-0.1	-3.0	0.4	-7	-25	4	-0.19
COc1ccc(/C=c2\sc3nc(=O)c(C)nn3c2=O)c(OC)c1	2	2	2.9	0.6	1.2	-4	-136	-5	0.17
CCOC(=O)C1CCCN(C2CCN(Cc3nc(Cc4ccccc4)no3)CC2)C1 (centres undefined)	-16	9	-0.3	-0.2	0.4	nt	-7	-3	nt
Cc1occc1C(=O)NCCCCc1ccccc1	-29	3	0.4	1.7	1.6	-9	-20	-6	-0.41

(next part)
SMILES	m-calpain inh	Mdm2 ligase inh	L929 necroptosis	TNF death inh	PERK inhibitor	Rad51 HR inh	EBV gp42 block	eIF4E-4G inh	Cl transport mod
Cc1cccc(NC(=O)CCSc2ccccn2)c1	-15	2	0.6	0.9	-0.3	4	-3	0	0.072
COc1ccnc(Oc2ccc(C)cc2)c1C#N	-17	-1	1.2	-2.4	0.9	9	-7	2[fluorescence artefact?]	0.96
Fc1cnc(N2CCOCC2)nc1N1CCOCC1	0	nt	0.0	-1.5	0.6	nt	4	4	0.17
CC(C)CN1CCNC(=O)C1CC(=O)N(C)CC1CCOCC1 (centres undefined)	-48	3	-0.5	1.0	0.7	2	-13	-1	1.6
CC[n+]1c(C=C2C=C(C)OC(C)=C2)sc2ccccc21	-11	-28	0.0	-10	0.0	-2	-44	-3	-0.092
CN(CC(=O)NCCC1=CCCCC1)S(=O)(=O)c1ccc2c(c1)c(=O)n(C)c(=O)n2C	9	-14	-0.1	-5.0	0.0	8	-11	2	-0.39
O=C(CSc1nc2ccccc2c(=O)[nH]1)c1cccs1	-12	-11	0.0	-3.0	0.1	5	-10	-4	-1.1
CCN(CC)CC(=O)NN=C(c1ccccc1)c1ccccc1	-9	-1	-0.1	-1.8	0.5	0	-24	0	nt

Additional structures follow:
SMILES	m-calpain inh	Mdm2 ligase inh	L929 necroptosis	TNF death inh	PERK inhibitor	Rad51 HR inh	EBV gp42 block	eIF4E-4G inh	Cl transport mod
O=C(CN1CCCc2ccccc21)N1CCc2ccccc21	3	-6	-0.8	-3.6	0.3	-153	-6	5	-0.53
CSc1nc(C)cc(OCCNS(=O)(=O)c2ccc(C)cc2)n1	nt	nt	0.7	-1.1	-0.8	2	nt	nt	1
NCc1cccc(-n2cccn2)c1	-15	-12	0.1	-1.4	0.5	-1	-7	5	0.017
Cc1ccc2c(c1)c(-c1ccccc1)nc1nncn12	-7	-7	0.8	0.0	0.0	6	-9	-1	-0.11
CC/C(O)=C(\C#N)c1nnc2n1CCCCC2	0	11	0.0	-1.0	2.4	7	-25	-23	-0.00024
O=c1c2ccccc2nc(SCCN2CCOCC2)n1CCc1ccccc1	-19	-9	11	-0.3	-0.7	-2	-5	0	0.8
CC(=O)N1CCN(S(=O)(=O)c2ccc(F)c(Cl)c2)CC1	-8	-14	2.3	0.3	0.3	-3	-11	-2	1.1
COCCNC(=S)N1CCc2cc(OC)c(OC)cc2C1COc1cc(C)cc(C)c1 (centres undefined)	13	-8	-0.7	5.1	-0.5	-7	10	-4	-0.25

(continued)
SMILES	m-calpain inh	Mdm2 ligase inh	L929 necroptosis	TNF death inh	PERK inhibitor	Rad51 HR inh	EBV gp42 block	eIF4E-4G inh	Cl transport mod
Cc1nc2nc(COc3ccccc3)[nH]n2c(=O)c1Cc1ccccc1	20	-20	0.0	-1.5	-0.1	1	7	-3[fluorescence artefact?]	-2
O=C(Nc1ccc(O)c2c(=O)cc(-c3ccccc3Cl)oc12)c1ccc(F)cc1	-19	11	0.0	0.3	nt	9	-9	-11	-1.3
O=C(c1cc(F)ccc1F)C1CCCN(C(=O)CSc2ccccn2)C1 (centres undefined)	19	-2	-1.3	-1.3	0.2	nt	-4	1	nt
CCOC(=O)c1sc(NC(=O)Cc2ccc(F)cc2)nc1C	-30	-15	67	6.8	0.2	29	-12	6	0.23
Cc1ccc2nc3sc(C(=O)N4CCOCC4)c(N)c3cc2c1	-26	-35	1.2	-1.9	0.1	1	-3	-3	0.039
O=C(c1ccccc1F)c1cc2c(cc1[N+](=O)[O-])OCCO2	37	-1	1.1	-0.4	1.8	-6	-2	6	-0.13
COc1ccc(C(=O)NC(=S)NNC(=O)Cc2cccs2)cc1	-27	-1	-0.3	-3.4	-1.3	0	-21	1	1.2
COc1ccc(-c2csc(-c3cccnc3)n2)cc1C	-36	11	33	1.3	0.1	1	-9	1	-0.41

Next entries follow.
SMILES	m-calpain inh	Mdm2 ligase inh	L929 necroptosis	TNF death inh	PERK inhibitor	Rad51 HR inh	EBV gp42 block	eIF4E-4G inh	Cl transport mod
CCc1ccc(OCC(=O)Nc2ccc3c(c2)COC3=O)cc1	-4	-8	-0.3	-1.2	1.1	1	-12	3	-2.7
COC(=O)c1c(NC(=O)Cc2cccs2)sc(C)c1C	12	0	-0.7	1.3	-0.4	5	-11	1[fluorescence artefact?]	-0.42
CCOC(=O)c1c(-c2ccccc2)oc2ccc(OC(C)=O)cc12	-19	-14	-0.3	-0.2	-0.9	8	-10	-2	-0.0043
COc1ccccc1-c1nc(C#N)c(NCc2ccc(F)cc2)o1	-435	1	0.1	0.9	-1.0	-13	14	4	nt
COc1ccc2oc3ccc(OC)cc3c(=O)c2c1	-406	-2	0.5	-5.6	1.6	0	9	-1	nt
CCc1ccc2oc(-c3cc(N)cc(C)c3O)nc2c1	-13	-21	0.2	-15	0.5	5	-6	-7	-1.1
CCOc1ccccc1N1CCN(C(=S)NCc2ccc(Cl)cc2)CC1	13	-6	4.2	-0.9	0.0	-5	-3	0	0.96
O=C(CSc1ncnc2ccccc12)c1ccc2c(c1)OCCO2	13	-20	-0.5	-6.3	-0.3	-11	12	-1	-1.2

Following part
SMILES	m-calpain inh	Mdm2 ligase inh	L929 necroptosis	TNF death inh	PERK inhibitor	Rad51 HR inh	EBV gp42 block	eIF4E-4G inh	Cl transport mod
CCCc1cc(=O)[nH]c(SCC(=O)Nc2sc3c(c2C#N)CCC(C)C3)n1 (centres undefined)	-43	-5	3.1	0.9	0.8	-12	1	3	-1.3
COc1ccc(C2(CNC(C)=O)CCCC2)cc1OC	-4	-14	0.1	-0.6	0.3	nt	6	4[fluorescence artefact?]	nt
O=C(COC(=O)/C=C/c1ccccc1[N+](=O)[O-])Nc1ccc(OCc2ccccc2)cc1	2	-4	0.8	1.2	1.2	3	-20	0[fluorescence artefact?]	-0.56
Cc1ccc(N2C(S)=C(C#N)C(=O)NC23CCCCC3)cc1	-4	5	0.5	-0.1	2.1	1	-1	21	-0.18
O=C(O)C1C2C=CC(C2)C1C(=O)NCCCn1ccnc1 (centres undefined)	-34	-4	0.2	0.1	0.1	3	-5	3	-0.15
CCc1ccccc1N(C1=NCCCS1)S(=O)(=O)c1ccc(C(C)(C)C)cc1	10	-13	0.7	2.3	1.2	nt	-11	0[fluorescence artefact?]	-1.7
O=C(CN(c1ccccn1)S(=O)(=O)c1ccccc1)Nc1ccccc1	-69	-31	6.0	-0.3	0.6	-5	-25	-3	1.2
Nc1ccc2nc(N3CCOCC3)sc2c1	-15	-3	1.6	-0.1	-0.2	-4	-15	2	-0.25

New compounds follow:
SMILES	m-calpain inh	Mdm2 ligase inh	L929 necroptosis	TNF death inh	PERK inhibitor	Rad51 HR inh	EBV gp42 block	eIF4E-4G inh	Cl transport mod
O=C(c1ccc(F)cc1)N1CCN(Cc2ccccc2Br)CC1	15	-19	-1.0	-0.7	0.3	2	-1	-2	-0.61
COC(=O)CSc1ccc(-c2nc3ccc(C)cc3[nH]2)cn1	-353	-8	1.3	0.2	0.5	-2	-4	9[fluorescence artefact?]	-1
N#Cc1ccccc1CN1C(=O)S/C(=C/c2cccn2-c2ccc(C(=O)O)cc2)C1=O	-43	-6	-1.2	-1.3	1.0	-4	-1	-4[fluorescence artefact?]	-0.78
O=C(Nc1cccc(Cl)c1)N1CCN(C/C=C/c2ccccc2)CC1	39	-16	6.3	1.0	-1.3	0	-20	-5	-1.4
O=C(O)c1c[nH]c2ccc(F)cc2c1=O	22	-8	-0.1	0.7	0.0	-2	-8	1	-0.57
Cn1c(SCC(=O)Nc2ccccc2)nnc1-c1ccc(NC(=O)CCc2ccccc2)cc1	18	-9	1.2	2.9	0.8	-2	9	1	-1
